Assay outcomes: PubChem, The Scripps Research Institute Molecular Screening Center
MITF primary: inhibitors of human MITF | AlphaScreen MITF homodimerization, bead proximity signal | inhibition, % at 2.6 µM | 650,000 tested, 0.91% active; in the data active = inhibition above about 50%;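 note: 0% = vehicle wells with protein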
Target sequence (O75030 whole entry, looked up): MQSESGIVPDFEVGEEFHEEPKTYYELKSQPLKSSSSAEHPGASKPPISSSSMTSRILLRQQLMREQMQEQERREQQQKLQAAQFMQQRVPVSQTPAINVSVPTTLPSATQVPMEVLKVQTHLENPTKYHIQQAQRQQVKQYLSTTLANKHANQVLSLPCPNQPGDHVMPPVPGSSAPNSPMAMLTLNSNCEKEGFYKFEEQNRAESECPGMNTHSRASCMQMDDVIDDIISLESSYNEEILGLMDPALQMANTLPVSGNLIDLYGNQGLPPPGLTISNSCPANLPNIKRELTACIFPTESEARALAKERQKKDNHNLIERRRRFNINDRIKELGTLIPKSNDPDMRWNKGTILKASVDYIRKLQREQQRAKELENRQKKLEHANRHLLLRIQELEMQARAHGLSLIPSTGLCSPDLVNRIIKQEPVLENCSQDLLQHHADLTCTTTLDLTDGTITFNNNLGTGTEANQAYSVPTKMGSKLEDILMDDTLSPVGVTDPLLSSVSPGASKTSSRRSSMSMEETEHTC
TEAD-YAP inh: TEAD-YAP interaction inhibition; HEK-TIYL cells, TEAD-Gal4/YAP UAS-luciferase luminescence; inhibition, % at 9.12 µM; 640,000 tested, 1.4% active; AID 1259422; in the data active = inhibition above about 32%;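 note: 0% = median of test compound wells and 100% = reference inhibitor wells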
GPR151 activ: activates the human receptor GPR151; AID 1508602; 650,000 tested, 1% active; PathHunter beta-arrestin GPR151 cells, luminescence; activation, % at 11.2 µM; in the data active = activation above about 4.9%;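 note: 0% = median of compound wells and 100% = cells with positive control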
Target sequence (Q8TDV0 whole entry, looked up): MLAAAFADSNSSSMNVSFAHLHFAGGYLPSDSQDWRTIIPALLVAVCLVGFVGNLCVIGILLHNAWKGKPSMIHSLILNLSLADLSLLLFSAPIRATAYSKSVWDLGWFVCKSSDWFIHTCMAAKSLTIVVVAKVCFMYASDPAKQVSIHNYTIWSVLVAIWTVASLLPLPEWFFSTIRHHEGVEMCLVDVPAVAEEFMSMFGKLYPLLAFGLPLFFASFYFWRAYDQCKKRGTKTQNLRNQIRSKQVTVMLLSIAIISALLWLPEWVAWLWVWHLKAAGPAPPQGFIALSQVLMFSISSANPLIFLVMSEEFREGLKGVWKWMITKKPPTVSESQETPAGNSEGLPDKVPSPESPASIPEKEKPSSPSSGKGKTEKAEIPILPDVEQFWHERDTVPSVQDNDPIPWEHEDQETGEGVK
FBW7 activator: human FBW7 E3 ligase activation, primary screen; AlphaScreen FBW7–phospho-cyclin E peptide binding, activator screen; normalized activity (activation), % at 26.1 µM; AID 1259310; Q969H0; 650,000 tested, 0.13% active; in the data active = normalized activity above about 1.9%;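 note: purified mutant Fbw7 with reduced substrate affinity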
* = called active by the depositor; & = joins results of further samples.

SMILES	MITF primary	TEAD-YAP inh	GPR151 activ	FBW7 activator
CCN(C(=O)COC)c1ccccc1C	8	1	1.7	0.0
O=c1c2c3c(sc2nc2ccc(NCc4ccco4)nn12)CCCC3	-4	-22	-0.5	0.0
O=C(N/N=C\c1ccccc1[N+](=O)[O-])c1cccc(Br)c1	13	-58	-1.9	0.6
CC(=O)c1cccc(NC(=O)COc2ccc(S(=O)(=O)NCC(C)C)cc2C)c1	0	0	-2.0	0.0
C=CCn1c(-c2cc(-c3ccccc3)sc2N)n[nH]c1=S	21	15	1.4	0.0
CCCSc1nnc2n(/N=C/c3ccco3)cnn12	-8	-19	-1.3	0.0
O=C(/C=C/c1c(F)cccc1Cl)NCc1ccccc1	6	-19	-0.6	0.1
O=C(N/N=C/c1ccc(O)c(O)c1)N/N=C/c1ccc(O)c(O)c1	95*	-3	-0.1	-0.1
Cc1cccc(N2C(=O)CC(SCC(=O)Nc3ccc(Cl)cc3)C2=O)c1 (stereo unspecified)	3	7	0.6	0.3
Cc1ccc(-c2nc3ccc(NCc4cccs4)cc3o2)cc1	-27	-71	-0.5	0.2
CCOC(=O)N1CCN(C(=O)c2cn(CC(C)C)c(=O)c3c2c2ccccc2n3C)CC1	-2	-6	-0.4	-0.4
Cc1ccc(CNC(=O)CSc2nc3nc(C)c(Cc4cc(C)ccc4C)c(C)n3n2)cc1	-12	2	-1.1	0.3
Cc1cccc2cnn(CC(=O)N3CCc4ccccc4C3)c12	10	-7	-2.0	0.0
O=C(Cn1c(=O)oc2cc(Cl)ccc21)NCCc1ccc(Cl)cc1	6	-2	0.0	0.0
COc1ccc(OC)c(C(=O)COc2ccc(Br)cc2C#N)c1	0	53*	1.3	-0.2
CCn1c2cc(C)sc2c2cnn(CC(=O)N3CCCCCC3)c(=O)c21	-4	5	-0.1	-0.1
CCOCCCNC(=O)c1ccc(NCC2CCCO2)c([N+](=O)[O-])c1 (stereo unspecified)	-3	-3	-2.1	0.1
CCOc1cc(NC(=O)c2ccccn2)c(OCC)cc1NC(C)=O	60*	6	-0.3	0.0
CCOC(=O)C(C)(C)Sc1nnc(N2CCN(c3ccccc3)CC2)s1	-4	-20	-0.8	-0.2
Oc1ccc(Cl)c2cccnc12	18	4	-0.5	0.0

Rewritten in CSV form: entries from further up.
smiles,MITF primary,TEAD-YAP inh,GPR151 activ,FBW7 activator
CC(=O)c1cccc(NC(=O)COc2ccc(S(=O)(=O)NCC(C)C)cc2C)c1,0,0,-2.0,0.0
O=C(N/N=C\c1ccccc1[N+](=O)[O-])c1cccc(Br)c1,13,-58,-1.9,0.6

Carrying on.
SMILES	MITF primary	TEAD-YAP inh	GPR151 activ	FBW7 activator
O=C(NCCc1ccc(Cl)cc1)c1ccc2nc(N3CCOCC3)sc2c1	-6	2	0.8	0.4
Cc1ccc(N(CCCCN2C(=O)c3ccccc3C2=O)C(=O)c2cccs2)cc1	-5	1	-1.8	0.0
C[C@H]1C[C@H]2[C@@H]3CCC4=CC(=O)C=C[C@]4(C)[C@@]3(F)[C@@H](O)C[C@]2(C)C1(O)C(=O)CO (stereo partly specified)	-7	-6	0.3	-0.1
O=C(C1CCCO1)N1CCOc2ccc(CN3CCc4ccccc4C3)cc2C1 (stereo unspecified)	18	4	1.1	-0.1
O=C(O)C#CCN1C(=O)c2ccccc2C1=O	6	12	3.8	0.0
O=C(Nc1ccc2oc(-c3ccc(F)cc3Cl)nc2c1)c1cccc(I)c1	-12	8	0.4	0.1
CCc1nc2sc(C(c3ccc(OC)c(OC)c3)N3CCCCC3)c(O)n2n1 (stereo unspecified)	-13	-2	0.0	0.2
COc1ccccc1OCCOCCN1CCCC1	-3	-10	-0.4	0.0
CCOc1ccc2cc(C(=O)Nc3ccc(C)cc3)c(=O)oc2c1	2	6	1.8	0.0
COc1ccc(-c2noc(CC(=O)Nc3ccccc3OC)n2)cc1	3	0	0.2	0.0
O=C(NCC1CCCO1)c1cn(-c2ccc(F)cc2F)c(=O)c2ccccc12 (stereo unspecified)	14	-7	-1.7	0.0
Cc1ccc(COc2ccc3c4c(c(=O)oc3c2)CCC4)cc1	-2	-14	0.2	0.0
CCOc1cc(C2C(C(=O)OC)=C(C)NC3=C2C(=O)CC(c2ccc(OC)cc2)C3)cc(Br)c1O (stereo unspecified)	-1	9	-0.6	-0.1
CC(C)c1ccc(C(=O)N2CCN(CCO)CC2)cc1	-5	7	-1.7	0.0
O=[N+]([O-])c1ccc(Cn2nnnc2S(=O)(=O)c2ccccc2)cc1	-3	-26	1.7	0.0
CC(C)C12CN3CC(C(C)C)(CN(C1)C3c1cccc(Br)c1)C2=O (stereo unspecified)	12	3	-0.9	0.3
CC1C(=O)Nc2ccc(S(=O)(=O)NC3CS(=O)(=O)CC3Cl)cc2NC1=O (stereo unspecified)	-1	-10	-0.6	-0.1
CN(CP(=O)(O)C(O)c1ccccc1)S(C)(=O)=O (stereo unspecified)	23	5	0.1	0.9
CCC(C)(C)NC(=O)C(c1cccs1)N(C(=O)Cn1nnc2ccccc21)C1CC1 (stereo unspecified)	1	-1	-0.5	-0.1
Cc1ccc(S(=O)(=O)C(CNC(=O)C2CC2)c2ccco2)cc1 (stereo unspecified)	2	-3	-0.3	0.2
COc1ccc(-c2ccc(C(=O)Nc3ccc(Oc4ccccc4)cc3)s2)cn1	5	7	0.6	0.2
COc1cc(NC(=O)c2ccnc(-c3ccc(C(=O)N4CCN(C)CC4)cc3)c2)cc(OC)c1OC	-6	-4	4.6	0.0
CC(O)c1cccc(NC(=O)c2cnn3c2NC(c2ccco2)CC3C(F)(F)F)c1 (stereo unspecified)	-35	-6	0.8	0.1
Clc1ccc2nc(CN3CCc4c([nH]c5ccccc45)C3)nc(N3CCOCC3)c2c1	6	2	0.2	-0.2
Cc1ccnc(NC(=S)NC(=O)c2cccc(Cl)c2)c1	12	-21	-1.0	0.5
Nc1nnc(CC(=O)N/N=C\c2cccc([N+](=O)[O-])c2)s1	5	4	-0.4	0.4
CN1CCN(Cc2nc3c(c(=O)n(C)c(=O)n3C)n2CC(N)=O)CC1	10	7	2.0	0.1
CCOc1cc(C2C(C(=O)OC)=CN(Cc3ccc(Cl)cc3)C=C2C(=O)OC)cc(Br)c1OC	-15	-1	0.5	0.4
Brc1ccc(C2=NN(c3nc(-c4ccccc4)c4cc(Br)ccc4n3)C(c3ccc(Br)cc3)C2)cc1 (stereo unspecified)	9	-2	0.7	-0.1
CN(C)CCOc1cc(-c2cn[nH]c2)ccc1NC(=O)[C@H]1Cc2cc(F)ccc2CN1	20	8	-1.4	0.6
Cc1nnc(NC(=O)c2cc3c(C)nn(-c4ccccc4)c3s2)s1	17	-10	-0.3	0.3
O=C(CNc1ccc(Br)cc1)c1ccc(O)cc1	16	-4	-1.6	0.2
CC1=C/C(=C/c2ccc(-c3ccc(Br)cc3)o2)C(=O)O1	10	-14	-1.3	0.0
CC(C)NC(=O)CCCn1ncn2c(cc3occc32)c1=O	-1	-5	0.8	-0.1
O=C(Cc1csc(Nc2ccc(Cl)cn2)n1)NCc1ccccc1Cl	13	0	-0.3	0.1
Cc1ccc(/C=C(\C#N)c2nc(-c3ccc(-c4ccccc4)cc3)cs2)cc1	6	-3	0.1	0.0
CCOC(=O)N/N=C\c1ccc(Br)o1	21	-15	2.1	0.0
CC1=C(C(=O)Nc2ccccc2I)C2(CCCCC2)OC1=O	0	4	1.7	0.0
CC(C)N1CCC(=NNc2ccc(S(N)(=O)=O)cc2[N+](=O)[O-])CC1	5	0	0.2	-0.2
CNC(=O)C(NC(=O)c1ccccc1)=C(Cl)Cl	17	3	-0.7	0.1
Cc1cc(-c2cccnc2)c(C#N)c(SCC(=O)n2nc(C)cc2C)n1	11	-10	0.0	0.2
O=S1(=O)C=CC(NCc2ccccc2)C1 (stereo unspecified)	1	-5	3.5	0.1
CCOc1ccc(NC(=O)c2c(NC(=O)c3ccc([N+](=O)[O-])cc3)sc3c2CCC3)cc1	-8	-3	0.1	0.1
COc1cc(NC(=O)c2cc3nc(-c4cccs4)cc(C(F)(F)F)n3n2)c(OC)cc1Cl	10	5	-1.1	0.1
CN(C)CCCNC(=O)C12CC3CC(CC(C3)C1)C2	8	-2	0.0	0.0
O=C(Cc1ccccc1)Nc1nnc(-c2ccc(Cl)cc2)o1	5	3	1.5	0.0
Cn1c(Cl)c(C=O)c2cc(C=O)ccc21	-3	12	-0.5	-0.1
CCCCOc1ccc(NC(=O)c2ccc(F)cc2)cc1	12	-25	-1.2	0.0
COc1ccc(/C=C2\Sc3ccc(C(=O)NC4CCCC4)cc3N(C)C2=O)cc1	5	2	0.5	0.0
Cc1ccc(N)cc1S(=O)(=O)Nc1ccccc1F	3	0	0.9	-0.2
O=C(NNC(=S)NCC1CCCO1)c1cccnc1 (stereo unspecified)	12	2	-1.1	0.0
FC(F)(F)c1ccc(Cn2cnc3c(Nc4ccccc4)nc(Cl)nc32)cc1	5	3	0.9	-0.1
Cc1cc(C)nc(/N=C(\NC(=O)c2ccccc2)Nc2ccccc2Cl)n1	10&1	2&0	3.0&1.2	0.0&0.1
CCOc1ccc(/C=C2/NC(=O)NC2=O)c2ccccc12	11	0	1.8	-0.1
O=C(NCCNC(=O)c1ccccc1C(F)(F)F)c1ccccc1C(F)(F)F	-12	2	-0.9	0.0
C=CCN=C(CC)C1=C(O)CC(C)(C)CC1=O	1	-3	-0.6	0.0
O=C(CSc1nc2ccc(NC(=O)c3ccc(Cl)cc3Cl)cc2s1)c1ccc(Br)cc1	-2	-8	2.9	-0.2
COC(=O)c1ccc(COC(=O)COc2ccc(OCc3ccccc3)cc2)o1	-8	-10	-4.5	0.1
COc1ccccc1C(=O)NNC(=O)c1ccco1	-4	-37	-2.0	0.0
CCc1ccccc1NC(=O)CCS(=O)(=O)c1ccc2c(c1)SC(CC)C(=O)N2 (stereo unspecified)	3	1	-0.6	0.3

(further entries)
SMILES	MITF primary	TEAD-YAP inh	GPR151 activ	FBW7 activator
O=C(NCc1c(F)cccc1F)c1csc(-c2cnccn2)n1	11	9	0.8	0.1
COc1ccc(CCc2nnc(CCC(=O)NCC3CCN(C(C)C)CC3)o2)cc1	-1	-13	-0.8	-0.1
Cc1ccc(-n2nnnc2SCC(=O)N2CCc3ccccc32)cc1C	0	3	-0.4	-0.1
O=C(CSc1nncn1-n1cccc1)Nc1nccs1	-2	-4	-0.9	0.2
Cc1ccc(NC(=O)COC(=O)Cn2ccc(=O)[nH]c2=O)cc1C	-4	3	2.7	0.1
O=C1C(Cl)=C(Cl)C(=O)N1c1ccc(I)cc1	24	7	-0.7	0.4
COc1ccccc1CNC(=O)c1ccc2c(c1)NC(=O)c1ccccc1S2(=O)=O	9	5	1.6	0.1
COc1ccc2cnn(-c3nc4ccccc4[nH]3)c(=O)c2c1OC	-5	43*	-4.3	-0.4
CCCCc1cc(=O)oc2c(CN(C)C)c(O)ccc12	9	-3	-0.4	0.0
C/C=C/c1ccc(Oc2nnnn2-c2ccc(C(=O)O)cc2)c(OC)c1	12	-3	-0.7	0.1
CCN1CCN(C(=O)c2ccc(N3CCC(NCc4cc5ccccc5[nH]4)CC3)cc2)CC1	7	-4	-0.7	-0.1
O=C(NCc1nnc2n1CCN(C/C=C/c1ccco1)CC2)C1CCOC1 (stereo unspecified)	2	0	-0.1	0.0
Nc1nonc1C(=O)N1CCN(c2ccc([N+](=O)[O-])cc2)CC1	15	2	-0.1	0.1
C=CCSc1nc(-c2ccccc2)c(C#N)c(=O)[nH]1	4	12	0.2	0.2
C=CCNC(=O)NC(=O)COC(=O)/C=C/c1ccc(OC(F)F)cc1	1	9	1.3	0.0
CSCCC(Nc1ccc(S(=O)(=O)N2CCOCC2)cc1[N+](=O)[O-])C(=O)O (stereo unspecified)	1	-4	-0.7	-0.2

Grouped by structure, those above containing fluorine
SMILES	MITF primary	TEAD-YAP inh	GPR151 activ	FBW7 activator
O=C(/C=C/c1c(F)cccc1Cl)NCc1ccccc1	6	-19	-0.6	0.1
C[C@H]1C[C@H]2[C@@H]3CCC4=CC(=O)C=C[C@]4(C)[C@@]3(F)[C@@H](O)C[C@]2(C)C1(O)C(=O)CO (stereo partly specified)	-7	-6	0.3	-0.1
O=C(Nc1ccc2oc(-c3ccc(F)cc3Cl)nc2c1)c1cccc(I)c1	-12	8	0.4	0.1
O=C(NCC1CCCO1)c1cn(-c2ccc(F)cc2F)c(=O)c2ccccc12 (stereo unspecified)	14	-7	-1.7	0.0
CC(O)c1cccc(NC(=O)c2cnn3c2NC(c2ccco2)CC3C(F)(F)F)c1 (stereo unspecified)	-35	-6	0.8	0.1
CN(C)CCOc1cc(-c2cn[nH]c2)ccc1NC(=O)[C@H]1Cc2cc(F)ccc2CN1	20	8	-1.4	0.6
COc1cc(NC(=O)c2cc3nc(-c4cccs4)cc(C(F)(F)F)n3n2)c(OC)cc1Cl	10	5	-1.1	0.1
CCCCOc1ccc(NC(=O)c2ccc(F)cc2)cc1	12	-25	-1.2	0.0
Cc1ccc(N)cc1S(=O)(=O)Nc1ccccc1F	3	0	0.9	-0.2
FC(F)(F)c1ccc(Cn2cnc3c(Nc4ccccc4)nc(Cl)nc32)cc1	5	3	0.9	-0.1
O=C(NCCNC(=O)c1ccccc1C(F)(F)F)c1ccccc1C(F)(F)F	-12	2	-0.9	0.0
O=C(NCc1c(F)cccc1F)c1csc(-c2cnccn2)n1	11	9	0.8	0.1
C=CCNC(=O)NC(=O)COC(=O)/C=C/c1ccc(OC(F)F)cc1	1	9	1.3	0.0
